# Assay outcomes deposited in PubChem by several laboratories.
# RGS8-Gao reg: human RGS8-Galphao interaction regulation. P09471. multiplexed bead flow cytometry, RGS8-Galphao binding; actives lie on both sides. response (percent of control binding), % at 10 µM. hit rate 0.34% among 220,000; in the data active = response below about 60% or above about 140%; inactive = in between;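 note: Galphao activated as the GDP aluminium fluoride complex binding bead-coupled RGS8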
# Target sequence (P09471 whole entry, looked up): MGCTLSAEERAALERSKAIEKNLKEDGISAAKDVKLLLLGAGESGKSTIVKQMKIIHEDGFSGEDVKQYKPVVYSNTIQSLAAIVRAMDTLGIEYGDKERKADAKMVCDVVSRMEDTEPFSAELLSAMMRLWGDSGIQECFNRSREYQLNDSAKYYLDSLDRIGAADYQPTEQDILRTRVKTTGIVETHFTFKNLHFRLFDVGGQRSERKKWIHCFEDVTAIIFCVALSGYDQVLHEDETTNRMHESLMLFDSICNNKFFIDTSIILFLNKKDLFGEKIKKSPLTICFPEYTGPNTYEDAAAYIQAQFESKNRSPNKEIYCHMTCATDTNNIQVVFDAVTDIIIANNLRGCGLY
# Pf gametocyte: P. falciparum stage V gametocyte viability inhibition | hit rate 0.065% among 150,000 | P. falciparum stage V gametocytes, ATP luminescence, 24 h | inhibition, % at 10.9 µM;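 active = inhibition above the mean plus 3 SD of compounds within the control limits, set per campaign, cut at about 38% in these data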;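 note: 0% = DMSO wells and 100% = medium only without gametocytes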
# Rac1 wt GTP bind: human Rac1 wildtype GTP binding, inhibitors and activators; GTP binding activity (% of control), % at 10 µM; AID 757; GST-Rac1 beads, fluorescent GTP binding, flow cytometry; actives lie on both sides; 0 = cold GTP competed, 100 = untreated; hit rate 0.27% among 190,000; P63000;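 active = GTP binding activity at least 20 points away from the 100% control level, either lower or higher; inconclusive = compound flagged as likely green fluorescent, judged across all proteins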
# Mcl1 Noxa PPI: disrupts binding of human Mcl-1 to Noxa peptide. TR-FRET Mcl-1/Noxa peptide binding, 2 h. Q07820. hit rate 1.5% among 220,000. inhibition, % at 21.7 µM;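 active = compounds that cut the protein-peptide binding signal by more than 50% relative to plate controls in a single-dose test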;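 note: His-tagged Mcl-1 with rhodamine Noxa BH3 peptide and terbium anti-His antibody; 0% = Mcl-1 plus Noxa peptide wells and 100% = peptide-only wells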
# Target sequence (Q07820 whole entry, looked up): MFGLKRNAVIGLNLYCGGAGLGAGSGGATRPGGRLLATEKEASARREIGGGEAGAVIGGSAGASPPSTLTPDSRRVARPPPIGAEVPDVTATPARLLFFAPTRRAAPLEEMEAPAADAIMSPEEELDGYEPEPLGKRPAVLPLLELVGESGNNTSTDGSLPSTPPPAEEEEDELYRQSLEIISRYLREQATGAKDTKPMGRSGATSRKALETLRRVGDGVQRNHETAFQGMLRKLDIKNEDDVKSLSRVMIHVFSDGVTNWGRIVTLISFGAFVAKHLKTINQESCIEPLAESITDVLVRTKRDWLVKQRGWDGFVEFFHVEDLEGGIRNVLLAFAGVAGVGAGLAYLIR
# Rab2 wt GTP: changes GTP binding to wildtype dog Rab2A, up or down. GST-Rab2 wt beads, Bodipy-GTP binding, flow cytometry. GTP binding activity, % at 10 µM. hit rate 0.19% among 190,000;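 active = GTP binding activity at least 20 points away from 100%, either lowered or raised; inconclusive = signal likely due to the compound's own green fluorescence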;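 note: 0% = beads with excess unlabeled GTP and 100% = no-compound control corrected for plate trend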
# Mcl1-Bid inh: disrupts binding of human Mcl-1 to Bid peptide. Q07820. inhibition, % at 21.7 µM. hit rate 0.97% among 220,000. TR-FRET Mcl-1/Bid-Dy647 peptide binding, 1536-well;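 active = compounds that cut the binding signal by more than half at the single screening dose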;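 note: His-tagged Mcl-1 with europium anti-His antibody binding Bid BH3 peptide; 0% = Mcl-1 plus peptide wells and 100% = peptide-only wells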
# Bim-Mcl-1: disrupts Bim peptide binding to human Mcl-1; inhibition, % at 10 µM; AID 1009; Bead-based flow cytometry, Bim peptide-Mcl-1 binding; Q07820; hit rate 0.1% among 190,000; in the data active = inhibition above about 40%;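 note: 0% = no compound tracer wells and 100% = peptide blocker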
# Rac1 mut GTP: alters GTP binding to activated mutant human Rac1; P63000; GST-Rac1 activated beads, fluorescent GTP binding, flow cytometry; actives lie on both sides; 100% means binding = to untreated wells; percent activity (GTP binding), % at 10 µM; hit rate 0.11% among 190,000;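 active = GTP binding at least 20 percentage points away from the 100% baseline, in either direction, so actives lie on both sides; inconclusive = Compound likely fluorescent itself, or too few beads counted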
# Cdc42 wt: changes GTP binding to wildtype human Cdc42; GST-Cdc42 beads, Bodipy-GTP binding, flow cytometry; actives lie on both sides; percent activity (GTP binding), % at 10 µM; AID 761; hit rate 0.2% among 190,000;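 active = percent activity GTP binding at least 20 points away from the 100% baseline, either down as inhibitor or up as activator; inconclusive = compound flagged as likely green fluorescent from well-wide comparison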;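 note: median bead fluorescence of bound Bodipy-FL-GTP at 100 nM; 0% = excess unlabeled GTP control and 100% = no compound control; below 100% means less GTP binding so inhibitor and above means activator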
# Target sequence (P60953 whole entry, looked up): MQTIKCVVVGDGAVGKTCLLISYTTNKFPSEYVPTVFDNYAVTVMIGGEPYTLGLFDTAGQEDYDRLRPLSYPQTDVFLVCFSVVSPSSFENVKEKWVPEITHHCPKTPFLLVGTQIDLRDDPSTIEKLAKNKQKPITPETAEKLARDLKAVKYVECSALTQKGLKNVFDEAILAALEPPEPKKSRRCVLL
# HRas wt GTP bind: human HRas wildtype GTP binding, change in either direction; hit rate 0.14% among 190,000; GTP binding activity, % at 10 µM; AID 759; GST-Ras wt beads, Bodipy-FL-GTP binding, flow cytometry; actives lie on both sides;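 active = GTP binding activity at least 20% away from the 100% baseline, either lowered as inhibitor or raised as activator; inconclusive = flagged as likely green fluorescent, judged across all proteins in the well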;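 note: 0% = unlabeled GTP competition control and 100% = no-compound control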
# Rab7 wt modul: alters GTP binding to wildtype dog Rab7. GST-Rab7 beads, fluorescent GTP binding, flow cytometry; actives lie on both sides; untreated = 100%, excess cold GTP = 0%. GTP binding activity (percent of control), % at 10 µM. hit rate 0.055% among 190,000. AID 758;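 active = fluorescent GTP binding to Rab7 beads changed by at least 20 points from the 100% baseline, either direction, mostly lower; inconclusive = compound itself probably fluorescent, or too few beads counted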;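 note: median green fluorescence of bound Bodipy-FL-GTP per Rab7 bead population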
# * marks the source's active call; other numbers are inactive results; ? = inconclusive; nt = not tested or not shown. Rows were taken by chance (roughly 2.9% active in at least one column).
smiles	Rab2 wt GTP	HRas wt GTP bind	Rac1 mut GTP	Rab7 wt modul	Bim-Mcl-1	Pf gametocyte	Cdc42 wt	Mcl1-Bid inh	RGS8-Gao reg	Rac1 wt GTP bind	Mcl1 Noxa PPI
Cc1ccc(/C=C/c2nc3ccccc3s2)s1	105	102	101	105	-1	nt	107	-9	94	105	10
COC(=O)c1cccc(-c2ccc(C(c3c(C)[nH][nH]c3=O)c3c(C)[nH][nH]c3=O)o2)c1	91	92	92	96	1	nt	89	-56	92	90	0
CCc1nnc(NS(=O)(=O)c2ccc(NC(=S)NC(=O)/C=C/c3ccccc3)cc2)s1	89	92	88	94	-19	41*	91	-31	101	93	58*
Cc1ccc(S(=O)(=O)NCC(C)NS(C)(=O)=O)cc1 (stereo not given)	100	100	98	104	-1	12	100	-1	102	100	6
Cc1cc(C)n(C(=O)CNC(=O)Cc2ccccc2)n1	100	98	98	97	-6	nt	100	-5	108	100	-12
O=C1C(Cc2cccc([N+](=O)[O-])c2)S/C(=N/N=C/c2ccco2)N1c1ccccc1 (stereo not given)	98	98	99	95	-4	12	98	-33	102	102	20
O=c1c2c3c(sc2nc2n1CCCCC2)CCCC3	104	104	96	106	-3	-26	102	6	95	99	20
COc1ccccc1-c1cc(-c2cc(Cl)ccc2O)n[nH]1	104	103	99	101	-2	3	103	-38	95	101	10
Cc1cccc(Nc2nnc(SC/C(O)=C(\C#N)c3nc4ccccc4[nH]3)s2)c1C	97	98	98	99	-6	4	99	-47	99	99	23
CCCCCCOC(=O)C(C#N)c1nc2ccccc2nc1N1CCN(CC)CC1 (stereo not given)	102	103	100	99	8	nt	104	-97	101	106	17
CCCCn1c(O)c(N=NC(=O)c2ccncc2)c2cc(Br)ccc21	100	99	97	97	-2	nt	101	0	104	103	14
CCCCc1[nH]c(=O)c(C#N)c2c1CCCC2	97	99	96	94	0	nt	100	12	97	97	15
CCOc1ccc(CCNC(=O)c2[nH]c(C)c(C(C)=O)c2C)cc1OCC	95	94	94	92	-2	6	93	-14	nt	89	13
O=C(COC(=O)Cc1ccc(S(=O)(=O)N2CCOCC2)s1)NCc1ccccc1	97	101	98	98	-8	nt	101	-14	97	101	4
CC(C)(C)NC(=O)NC(=O)COC(=O)C1CC(=O)N(Cc2ccccc2)C1 (stereo not given)	104	105	103	105	2	0	106	-37	102	106	-10
Cc1c(C(=O)NCC(C)C)sc2nc(-c3ccc(F)cc3)cn12	102	102	97	98	0	nt	102	-4	98	104	2
Cc1noc(C)c1C(=O)Nc1ccccn1	104	105	103	103	0	-18	102	7	105	109	18
COc1ccc(CC(=O)NC(=S)Nc2ccc(S(=O)(=O)NC(C)(C)C)cc2)cc1	98	96	97	96	-1	8	99	-74	101	99	-3
CC1(C)CC(=NNC(=O)c2n[nH]c3c2CCC3)CC(C)(C)N1	97	98	98	100	1	14	99	-52	101	98	0
Cc1ccc(C(=O)NCC(=O)OCC(=O)Nc2ccccc2C#N)s1	96	96	94	104	2	-3	96	11	99	99	13
COC(=O)Nc1ccc(OCC(=O)N2CCOCC2)cc1	102	103	102	103	-1	-27	105	-47	104	105	-8
CCOC(=O)N1CCN(C(=O)COc2ccc(Cl)cc2)CC1	101	101	99	101	-1	3	101	3	102	104	0
O=C(NCCN1CCOCC1)c1ccc2c(c1)ncn2C1CCCCC1	106	104	103	106	-1	nt	104	-21	101	106	5
COc1cccc(CN(Cc2ccccc2F)S(=O)(=O)c2ccc(S(=O)(=O)NCc3ccccc3)cc2)c1	99	102	101	99	0	15	98	-10	104	103	4
CCOC(=O)c1sc(C)c(C(N)=O)c1NC1=NCCCCC1	90	96	93	98	-2	nt	93	-22	109	93	-22
Cc1ccc(C2/C(=C(/O)c3ccc(Cl)cc3)C(=O)C(=O)N2CC2CCCO2)o1 (stereo not given)	98	99	99	97	1	nt	99	-30	100	98	19
COc1cc(C2NC(C(=O)O)CS2)ccc1OCc1ccccc1C#N (stereo not given)	103	103	102	102	0	nt	107	-27	96	107	0
CC(C)(C)N1CC(c2nc3ccccc3n2Cc2ccc(Cl)cc2)CC1=O (stereo not given)	103	104	100	105	-2	16	103	10	103	105	2
CCC(NS(=O)(=O)c1cnn(CC)c1)c1ccccc1 (stereo not given)	96	97	97	91	0	-16	98	-5	104	96	18
CCN(CCCNC(=O)C1CCC(=O)N1C(C)C)c1cccc(C)c1 (stereo not given)	104	103	101	104	0	nt	104	-14	102	105	14
COc1ccc(Cc2c(C)nc(N)nc2Cl)cc1	98	97	98	103	-4	15	101	0	104	101	13
N#Cc1ccc(-c2ccccc2)nc1Sc1ccc(F)cc1	105	107	102	101	0	-9	110	-7	100	108	9
O=S1(=O)N=C(Oc2cccc3ccccc23)c2ccccc21	99	99	98	100	-1	-5	100	1	84	104	45
O=C(O)CCC(=O)N1CCc2cc(S(=O)(=O)NC3CCCC3)ccc21	101	102	97	100	0	-6	102	-18	103	97	3
CCCN(CCC)C(=O)Cn1c(=O)c2sccc2n2c(=S)sc(-c3ccccc3)c12	101	98	94	106	-2	nt	96	-5	97	99	-2
CCCN(CC1CC1)S(=O)(=O)c1ccc(S(N)(=O)=O)cc1	101	97	100	99	-1	nt	97	2	103	101	0
O=c1c2ccccc2nnn1CSc1ncnc2ccccc12	100	101	100	97	1	5	103	17	100	100	14
CCc1ccc(N2CC(C(=O)OCC(=O)Nc3cc(C)on3)CC2=O)cc1 (stereo not given)	102	103	103	103	-3	nt	105	-10	100	107	-2
O=C(COC(=O)CCCSc1nc2ccccc2[nH]1)NC(=O)NC1CCCC1	101	102	100	102	0	nt	103	-9	102	104	-4
CCC(C(=O)N1CCc2ccccc2C1)n1nc(C)n2c(cc3occc32)c1=O (stereo not given)	102	102	101	105	-1	nt	103	-13	100	105	14

# Arranged by count of non-hydrogen atoms (falling): part of the list above
smiles	Rab2 wt GTP	HRas wt GTP bind	Rac1 mut GTP	Rab7 wt modul	Bim-Mcl-1	Pf gametocyte	Cdc42 wt	Mcl1-Bid inh	RGS8-Gao reg	Rac1 wt GTP bind	Mcl1 Noxa PPI
CCC(C(=O)N1CCc2ccccc2C1)n1nc(C)n2c(cc3occc32)c1=O (stereo not given)	102	102	101	105	-1	nt	103	-13	100	105	14
CCCCn1c(O)c(N=NC(=O)c2ccncc2)c2cc(Br)ccc21	100	99	97	97	-2	nt	101	0	104	103	14
N#Cc1ccc(-c2ccccc2)nc1Sc1ccc(F)cc1	105	107	102	101	0	-9	110	-7	100	108	9
CCCCc1[nH]c(=O)c(C#N)c2c1CCCC2	97	99	96	94	0	nt	100	12	97	97	15
Cc1noc(C)c1C(=O)Nc1ccccn1	104	105	103	103	0	-18	102	7	105	109	18

# Copied from the list:
# Cdc42 wt with CCC(C(=O)N1CCc2ccccc2C1)n1nc(C)n2c(cc3occc32)c1=O (stereo not given) stands at 103
# Rac1 mut GTP with COc1ccc(Cc2c(C)nc(N)nc2Cl)cc1 stands at 98

# The list continues:
smiles	Rab2 wt GTP	HRas wt GTP bind	Rac1 mut GTP	Rab7 wt modul	Bim-Mcl-1	Pf gametocyte	Cdc42 wt	Mcl1-Bid inh	RGS8-Gao reg	Rac1 wt GTP bind	Mcl1 Noxa PPI
O=C1NC(=O)C2C3c4ccccc4C(c4ccccc43)C12 (stereo not given)	98	100	98	97	-2	nt	99	-34	98	101	-3
FC(F)(F)c1cccc(OCCN2CCN(Cc3ccccc3)CC2)c1	97	97	95	97	-1	nt	97	49	104	97	11
O=C(Cn1cnc2c(nnn2-c2ccccc2)c1=O)N1CCC(Cc2ccccc2)CC1	97	98	95	98	0	nt	97	-12	89	97	19
CCCCCC(C)NC(=O)c1ccoc1C (stereo not given)	102	103	97	103	0	nt	108	-28	105	106	3
O=C1CC(C(=O)N(c2ccc(F)cc2)C(C(=O)NC2CCCC2)c2ccccn2)CS1 (stereo not given)	96	97	94	99	-5	nt	97	-8	96	95	7
Cc1cc(C)c2c(CC(=O)NN(C)C)coc2c1	96	98	98	96	-1	2	97	-18	100	101	3
NC(=O)[C@@H]1CCCNc2c(I)cc([N+](=O)[O-])cc2C(=O)N[C@@H](CO)C(=O)N[C@@H](Cc2ccc(O)cc2)C(=O)N1	101	102	95	102	-1	nt	99	7	99	105	14
CCOC(=O)c1c(NC(=O)CSc2ccccc2C(=O)O)sc(C)c1C	94	94	92	99	0	nt	92	-49	99	95	8
COc1ccc(C)cc1NC(=O)C(=O)NNC(=O)c1ccco1	95	96	94	96	-2	nt	96	-15	98	97	-22
Cc1ccc(OCCSc2nc(N)cc(N)n2)cc1	?	?	?	?	4	-21	?	-39	100	?	3
Cc1ccc2oc(=O)c3cnn(CC(=O)N(CCCN4CCOCC4)Cc4ccco4)c3c2c1	100	101	101	105	0	nt	102	-1	95	104	8
C=CCSc1nc2ccccc2n1Cc1nnc(-c2cccs2)o1	100	101	93	98	3	-21	96	7	97	96	29
Cc1ccccc1C(=O)NC(C(=O)Nc1nc2c(s1)CCCC2)C(C)C (stereo not given)	100	100	100	98	-6	-4	98	47	93	101	45

# Records above marked active in Mcl1 Noxa PPI:
SMILES	Rab2 wt GTP	HRas wt GTP bind	Rac1 mut GTP	Rab7 wt modul	Bim-Mcl-1	Cdc42 wt	Mcl1-Bid inh	RGS8-Gao reg	Rac1 wt GTP bind	Mcl1 Noxa PPI
CCc1nnc(NS(=O)(=O)c2ccc(NC(=S)NC(=O)/C=C/c3ccccc3)cc2)s1	89	92	88	94	-19	91	-31	101	93	58*

# Record cards (already shown). Order of screens: Rab2 wt GTP | HRas wt GTP bind | Rac1 mut GTP | Rab7 wt modul | Bim-Mcl-1 | Pf gametocyte | Cdc42 wt | Mcl1-Bid inh | RGS8-Gao reg | Rac1 wt GTP bind | Mcl1 Noxa PPI
# O=C(COC(=O)Cc1ccc(S(=O)(=O)N2CCOCC2)s1)NCc1ccccc1 is listed as 97 | 101 | 98 | 98 | -8 | nt | 101 | -14 | 97 | 101 | 4
# COC(=O)Nc1ccc(OCC(=O)N2CCOCC2)cc1 is listed as 102 | 103 | 102 | 103 | -1 | -27 | 105 | -47 | 104 | 105 | -8
